APOBEC3A inh: blocks human APOBEC3A ssDNA deamination. 330,000 tested, 0.41% active. P31941. AID 493011. inhibition, % at 20 µM. recombinant A3A, FAM/TAMRA ssDNA deamination fluorescence;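 active = at least 40% inhibition at 20 µM here, with at most 30% in a related deaminase screen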;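 note: plate controls were A3A with DMSO for no effect and wells lacking A3A enzyme for full effect; some results filed as inactive read as strong as hits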
Target sequence (P31941 whole entry, looked up): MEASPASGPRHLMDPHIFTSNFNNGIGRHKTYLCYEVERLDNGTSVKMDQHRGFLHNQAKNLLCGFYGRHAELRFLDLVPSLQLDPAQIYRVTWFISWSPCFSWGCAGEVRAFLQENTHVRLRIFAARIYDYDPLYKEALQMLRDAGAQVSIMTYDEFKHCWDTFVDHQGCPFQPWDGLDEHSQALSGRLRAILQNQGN
mIAP activ: increases mouse intestinal alkaline phosphatase activity; muIAP, CDP-Star luminescence, 30 min; active compounds read high; 1 = vehicle-only enzyme signal, 0 = enzyme-free wells; AID 2805; 330,000 tested, 0.24% active; activation factor at 10 µM;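 active = activation factor of at least 2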; note: the source names both 10 and 20 µM as test concentration; values of inactives mirror those of a sister screen read the other way
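also added = chemiluminescent substrate CDP-Star | test system = mouse IAP enzyme | signal = chemiluminescence readout | compound = DMSO-dissolved test compounds | incubation = 30 min at room temperature | benchmarks = DMSO wells, no-enzyme wells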
ATG4B inhibitor: ATG4B (human) cysteine protease inhibition; Q9Y4P1; ATG4B cleavage of LC3-PLA2, NBD-HPC fluorescence, 1 h; inhibition, % at 8.33 µM; 340,000 tested, 0.51% active; in the data active = inhibition above about 40%
Target sequence (Q9Y4P1 whole entry, looked up): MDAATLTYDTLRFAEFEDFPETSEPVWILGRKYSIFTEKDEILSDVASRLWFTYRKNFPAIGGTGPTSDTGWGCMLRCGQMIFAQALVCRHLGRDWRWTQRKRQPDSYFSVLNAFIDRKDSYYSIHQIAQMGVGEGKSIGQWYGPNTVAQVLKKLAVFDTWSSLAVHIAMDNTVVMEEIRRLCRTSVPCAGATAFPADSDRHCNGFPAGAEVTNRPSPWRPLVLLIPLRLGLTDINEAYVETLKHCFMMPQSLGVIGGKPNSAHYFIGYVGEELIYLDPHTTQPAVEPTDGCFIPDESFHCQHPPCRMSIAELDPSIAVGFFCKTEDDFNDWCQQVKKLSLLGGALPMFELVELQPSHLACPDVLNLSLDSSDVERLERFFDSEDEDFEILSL
HKDC1 inhibitor: inhibitors of human hexokinase HKDC1; inhibition, % at 20 µM; AID 493160; 340,000 tested, 0.16% active; recombinant HKDC1, G6PDH/diaphorase resazurin coupled fluorescence; Q2TB90;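 active = inhibition above about 35% when tested at 20 µM, limit read from the data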;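 note: plate controls were DMSO wells with enzyme for no effect and DMSO wells lacking enzyme for full effect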
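Assay system – recombinant HKDC1 (HK5) hexokinase enzyme, produced in-house · Input – HKDC1 at 5 µg/mL · Reagent – glucose plus 1 mM ATP as hexokinase substrates · Timing – 90 min reaction incubation at room temperature, dark · Measured by – G6PDH/diaphorase-coupled fluorescence, 1 mM NADP, 100 µM resazurin, 525/613 nm · Benchmarks – DMSO-enzyme wells negative, buffer-substituted wells positive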
PfGluPho inh: PfG6PD (Plasmodium falciparum) enzyme inhibition; inhibition, % at 20 µM; PfGluPho enzyme, NADPH resazurin-diaphorase fluorescence; AID 504690; 350,000 tested, 0.78% active;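 active = inhibition reaching at least a set limit at 20 µM in the primary screen, cut at about 59% in these data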;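 note: 0% = DMSO wells with substrate and 100% = DMSO wells lacking glucose-6-phosphate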
hIAP act: increases human intestinal alkaline phosphatase activity; P09923; purified human IAP, CDP-Star luminescence, 30 min; active compounds read high; 1 = vehicle-only enzyme, 0 = enzyme-free background; activation factor at 10 µM; 330,000 tested, 0.16% active; AID 2524;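 active = activation factor of the enzyme at least 2-fold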; note: the source names both 10 and 20 µM as test concentration; values of inactives mirror those of a sister screen read the other way
hIAP inh: human IAP inhibition; purified IAP, CDP-Star luminescence, 30 min; inhibition, % at 10 µM; P09923; AID 2544; 330,000 tested, 0.12% active;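 active = inhibition reaching a set limit with compound at 10 µM in the primary screen, cut at about 35% in these data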;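 note: plate controls were DMSO wells with enzyme for no effect and no-enzyme buffer wells for full effect; values of inactives mirror those of a sister screen read the other way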
mIAP inh: mouse IAP inhibition; purified mouse IAP, CDP-Star luminescence, 30 min; inhibition, % at 10 µM; 330,000 tested, 0.2% active; AID 2806;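 active = inhibition of at least 40% at 10 µM in the primary screen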;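 note: plate controls were DMSO with enzyme for no effect and no enzyme wells for full effect; values of inactives mirror those of a sister screen read the other way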
Active calls of the source: *; . = not tested or not shown. Rows were taken by chance (roughly 2.4% active in at least one column).

mol	APOBEC3A inh	mIAP activ	ATG4B inhibitor	HKDC1 inhibitor	PfGluPho inh	hIAP act	hIAP inh	mIAP inh
CCN(Cc1ccc(C#CCCO)cc1)CC1CCCN(CCc2cccc(F)c2)C1 (stereo not given)	-4	1	-3	-1	4	1.3	-32	-5
CCCOc1nc2c(c(=O)n(C)c(=O)n2C)n1Cc1cccc2ccccc12	-3	0.96	-16	21	-6	1.2	-19	4
N#CCSc1nnc(CNc2ccc(F)cc2)o1	-5	1	-9	5	5	0.9	10	0
CC1CC(C)CN(C(=O)Cc2c(C(=O)O)[nH]c3ccc(Cl)cc23)C1 (stereo not given)	2	1.1	-6	-10	-12	1.1	-11	-7
Cc1ccc(NC(=O)CCS(=O)(=O)c2ccc(Br)cc2)nc1	-4	0.92	-3	-5	0	1	-2	8
C=CCn1c2ccccc2c2nnc(SCC(=O)O)nc21	11	1	0	-2	-5	1.2	-16	-3
O=C(COC(=O)/C=C/c1ccccc1[N+](=O)[O-])Nc1ccc(OC(F)F)cc1	1	0.89	-7	-8	-2	0.95	5	11
O=Cc1cnc(N2CCN(c3ccccc3)CC2)s1	-4	0.9	0	1	-10	0.9	10	10
O=C(OC1CO[C@H]2O[C@@H]1[C@H](OC(=O)c1ccccc1)[C@H]2OC(=O)c1ccccc1)c1ccccc1 (stereo not given in full)	-3	1	2	-2	5	0.86	14	0
COc1cc(NC(=O)CN2c3ccccc3CC2C)cc(OC)c1OC (stereo not given)	2	1.1	-3	-17	-19	1.1	-12	-5
Cc1cc(N2CCCC2=O)cc(C)c1S(N)(=O)=O	1	1	5	-12	-11	1.1	-7	-3
C=CCSc1nnc(-c2ccccc2NC(=O)CC)c(=O)[nH]1	4	1.1	-7	-4	4	1	-4	-12
CCCCNC(=O)c1ccc(NC(=O)CC2SC(N3CCCC3)=NC2=O)cc1 (stereo not given)	-2	1.1	5	-2	-12	1	-4	-8
O=S(=O)(c1cccc(C(F)(F)F)c1)N1CCC(c2cc(-c3cccc4ccccc34)n[nH]2)CC1	1	0.92	-15	7	10	0.85	15	8
O=C(NCCCN1CCCC1=O)c1cccc(S(=O)(=O)Nc2ccccc2Cl)c1	4	1	-5	-2	-10	0.85	14	-4
CCCCNC(=S)N(C)/N=C/c1ccccc1C(=O)O	-2	1	-4	-1	-25	1.1	-9	-3
Cc1cc(NNC(=O)c2cccc(C(F)(F)F)c2)nc2c1c(C)nn2C	2	1.1	8	-5	11	1.3	-33	-6
O=C(COc1ccc2c(c1)OCO2)Nc1nccs1	-3	0.93	7	-3	0	0.83	17	7
Cn1nc(CC(=O)Nc2cccc3ncccc23)c2ccccc2c1=O	0	1.1	-10	5	13	0.98	2	-7
CNC(=O)C(=O)Nc1ccc(C)cc1C	-1	0.96	2	-8	12	1	-2	4
Cc1ccc(C(=O)NCCc2nnc3ccc(SCC(=O)Nc4ccccc4F)nn23)cc1	-4	0.97	1	-1	-1	0.85	15	3
Cc1ccc(C)c(N(C(=O)CNC(=O)c2ccco2)C(C(=O)NC2CCCC2)c2ccncc2)c1 (stereo not given)	2	1.1	-4	-2	8	0.96	4	-10
CCOC(=O)c1c(NC(=O)COC(=O)CCCOc2ccc(OC)cc2)sc(C(=O)NC)c1C	-2	0.98	-14	-3	16	0.94	6	2
O=C(c1n[nH]c(=O)c2ccccc12)N1CCN(c2ccccc2Cl)CC1	6	1	-17	2	18	1.1	-8	0
COc1cc(SC)ccc1C(=O)Nc1ccccc1C#N	-1	1	-4	0	-2	1	-5	-1
O=C(Cc1ccccn1)c1ccc(F)cc1	-3	0.97	0	-1	3	0.89	11	3
O=C(Cc1ccccc1)NCC(=O)OCc1ccccc1F	-2	1	3	2	-1	1.1	-6	-3
Cc1ccc(NC2=NCC(=O)N2c2ccc3c(c2)OCCO3)c(C)c1	2	0.91	-15	5	-7	0.88	12	9
O=C(Nc1ccccc1Cl)/C(Cl)=C(\Cl)S(=O)c1ccccc1 (stereo not given)	-3	0.93	27	32	56	1	-4	7
Cc1ccc(C(=O)N2CCC(n3nccc3NC(=O)C3CCOC3)CC2)cc1 (stereo not given)	-4	0.98	-4	2	-10	1.6	-58	2
O=C(c1ccncc1)c1ccc(NS(=O)(=O)c2ccc(Br)s2)cc1	0	1	-8	-2	-33	0.96	4	-2
Cc1cc(=O)[nH]c(SCC(=O)O)c1C#N	3	1.1	-2	-3	3	1.2	-18	-10
c1ccc(CSc2nnc(-c3ccco3)o2)cc1	-6	1.2	-5	-2	11	0.94	6	-16
O=C(COc1cccc2cccnc12)NNC(=S)Nc1ccccc1	-2	0.69	.	.	.	1.6	-61	30
COC(=O)N/N=C\c1ccccc1OC/C=C/c1ccccc1	0	1	-10	0	18	0.98	2	-3
Nc1nc(-c2ccc(Oc3ccccc3)cc2)c(CC(=O)O)s1	0	0.93	18	-2	-11	1.1	-5	7
Cc1ccc(S(=O)(=O)NC(C(=O)OCC(=O)NC(=O)c2cccn2C)C(C)C)cc1 (stereo not given)	-2	1	-12	1	-14	1.1	-6	-1
O=C(CN1C(=O)CCS(=O)(=O)c2ccccc21)Nc1ccccc1F	-5	0.96	-10	4	1	0.9	10	4
CC12CC(NC(=O)N1CCc1ccccc1)c1cc(Cl)ccc1O2 (stereo not given)	-4	1.1	-1	0	33	1.2	-22	-8
O=C(COC(=O)C1(c2ccc(F)cc2)CCCC1)N1CCNC1=O	-1	1	-1	-2	19	1.1	-14	0

Looked up by compound from above:
mol	APOBEC3A inh	mIAP activ	ATG4B inhibitor	HKDC1 inhibitor	PfGluPho inh	hIAP act	hIAP inh	mIAP inh
COC(=O)N/N=C\c1ccccc1OC/C=C/c1ccccc1	0	1	-10	0	18	0.98	2	-3
CC12CC(NC(=O)N1CCc1ccccc1)c1cc(Cl)ccc1O2 (stereo not given)	-4	1.1	-1	0	33	1.2	-22	-8

Next part
mol	APOBEC3A inh	mIAP activ	ATG4B inhibitor	HKDC1 inhibitor	PfGluPho inh	hIAP act	hIAP inh	mIAP inh
COC(=O)CSc1nc(NC(C)(C)C)nc(N(C)C)n1	5	0.84	-5	-4	6	0.9	10	16
COC(=O)c1ccc(N2CCOCC2)c(NC(=O)Nc2cccc(OC)c2)c1	0	1.2	-20	-4	27	1	0	-23
CCCCOc1ccccc1NC(=O)CC1SC(=NCC)N(CC)C1=O (stereo not given)	0	1	1	-8	-17	1	-1	0
CCn1c(=O)cc(SCC(=O)N2CCN(C(=O)c3ccco3)CC2)c2ccccc21	-4	1	0	5	0	0.9	10	-3
CC(=O)Nc1ccc(S(=O)(=O)N2c3ccc(F)cc3CCC2C)cc1 (stereo not given)	-1	1.1	-9	2	9	0.99	1	-8
Cc1nc2ccccc2c2oc(C(=O)NC3CC3)cc12	1	0.94	2	3	20	0.98	2	6
CCc1ccc(NC(=O)c2cnc(N3CCN(c4ccccn4)CC3)c3ccccc23)cc1	-2	0.9	9	18	-2	0.99	1	10
Cc1ccc(NNC(=O)c2c(C)noc2C)cc1Cl	-3	1.1	-7	-4	16	0.93	7	-8

Arranged by the number under hIAP inh (falling): some entries from above
mol	APOBEC3A inh	mIAP activ	ATG4B inhibitor	HKDC1 inhibitor	PfGluPho inh	hIAP act	hIAP inh	mIAP inh
COC(=O)CSc1nc(NC(C)(C)C)nc(N(C)C)n1	5	0.84	-5	-4	6	0.9	10	16
CCc1ccc(NC(=O)c2cnc(N3CCN(c4ccccn4)CC3)c3ccccc23)cc1	-2	0.9	9	18	-2	0.99	1	10
COC(=O)c1ccc(N2CCOCC2)c(NC(=O)Nc2cccc(OC)c2)c1	0	1.2	-20	-4	27	1	0	-23

New compounds follow
mol	APOBEC3A inh	mIAP activ	ATG4B inhibitor	HKDC1 inhibitor	PfGluPho inh	hIAP act	hIAP inh	mIAP inh
COc1ccccc1N1CCN(C(=O)c2ccc(Br)o2)CC1	0	1	-2	1	2	0.96	4	-3
CCOC(=O)C1CCN(C(=O)C(CC)c2ccccc2)CC1 (stereo not given)	4	0.99	-3	9	5	0.95	5	1
Cc1cccc(N2C(=O)SC(N(CC(=O)O)c3cccc(C)c3)C2=O)c1 (stereo not given)	-3	0.81	2	-3	-7	0.97	3	19
O=C(O)Cc1sc(-c2ccccc2)nc1-c1cccs1	-5	1	8	-4	-25	0.97	3	-3
O=C(Nc1ccc(Cl)cn1)Nc1ccccc1Cl	0	1	1	9	-18	1.1	-12	-1
COc1ccc([C@@H]2C[C@@H](c3ccccc3)Oc3cc(OC)cc(OC)c32)cc1	-1	0.98	-7	2	6	1	-1	2
Cc1c(C(=O)N2CCOCC2)sc(NC(=O)CCl)c1C#N	-2	0.98	7	-2	-13	0.95	5	2
CNC(=O)c1oc(-c2ccc(Cl)cc2)nc1C	2	1.1	-5	-4	-3	0.95	5	-8
CCN(CC)c1cc(C)c2cc(NC(=O)CNC(C)=O)ccc2n1	-2	1.2	-11	6	3	0.85	15	-17
Cc1c(NC(=O)c2ccc3nsnc3c2)cccc1[N+](=O)[O-]	3	0.99	4	-7	-2	0.93	7	1
C=CCn1c(COc2cc(C)ccc2C(C)C)nnc1SCC(=O)c1c(N)n(C)c(=O)n(C)c1=O	-5	0.9	1	-9	-1	1	-4	10
O=C(Cc1ccc(Cl)cc1Cl)NC1CCCCCC1	-1	0.99	-4	-7	-1	0.96	4	1
Cn1cccc1C(=O)NC(=O)COC(=O)CC12CC3CC(CC(Br)(C3)C1)C2	6	0.99	61*	-1	7	0.95	5	1
COc1ccc(NCc2nnc(SCC(=O)Nc3cc(C)cc(C)c3)o2)cc1	-1	0.86	0	16	26	1.1	-8	14

High-throughput results: PubChem BioAssay, Sanford-Burnham Center for Chemical Genomics
